Screening data as filed in PubChem.
ERK EGF block = qHTS Assay for Inhibitors of the ERK Signaling Pathway using a Homogeneous Screening Assay; Stimulation with EGF; HEK293-V1b, EGF-stimulated phospho-ERK AlphaScreen; Potency, µM (highest dose often 11.5 µM), for inactives: at the highest dose activity change, negative = inhibition, usual class: inhibitors; 0.41% of 130,000 active; AID 1454, 2008; active = well fitted inhibition curve with a large enough effect; inconclusive = small, poorly fitted or top-dose-only effect, or effect the other way;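 also: plate controls were stimulated vehicle wells for no effect and unstimulated vehicle basal for full effect; nearly all actives have a fitted effect of over 55% in size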
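Readout: AlphaScreen signal for phosphorylated ERK in lysed HEK293 cells stably expressing V1b. Stimulus 25 nM EGF, 5 min, following 30 min compound exposure. Data scaled to DMSO basal and full EGF activation.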
The depositor's hits bear a star; u = inconclusive; [ ] = remark or other dose. Potency is read from the fitted curve at half-maximal effect.

ERK EGF block,Molecule
3%,CC(=O)Nc1ccc(C(=O)OCC(=O)NC2CCCCCCC2)cc1
-5%[57.5 µM],Cc1cccc(NC(=S)N2CCCCC2c2cccnc2)c1C (stereo unspecified)
-1%,NC(=O)c1ccc(C(F)(F)F)n(Cc2ccc(F)c(F)c2)c1=O
8%[57.5 µM],O=C(CSc1nc2ccccc2s1)Nc1ccc(C(=O)O)cc1
-6%,O=C(O)COn1c(-c2ccccc2)nc2ccc(Cl)cc21
-2%[57.5 µM],Cc1ccc(-c2nnc(-c3cc(C)on3)o2)cc1
0%,COc1ccc(-n2nc(N)c(C(N)=O)n2)cc1
-11%[57.5 µM],COc1ccccc1NC(=O)OCC#CCOC(=O)Nc1ccccc1OC
-9%[57.5 µM],COc1ccc(OC)c(N2C(N)=C(C#N)C(c3ccc(OC)c(O)c3)C3=C2CC(C)(C)CC3=O)c1 (stereo unspecified)
-2%,CCN(CC)C(=O)CCSc1nnc(-c2ccncc2)o1
0%,CCOC(=O)N1CCN(C(=O)CCCn2c(=S)[nH]c3ccsc3c2=O)CC1
4%,O=C(NCc1ccccc1)C(c1ccc(F)cc1)N(Cc1cccs1)C(=O)c1cnccn1 (stereo unspecified)
1%,CCOC(=O)CN1C(=O)CN(c2ccc(C)cc2)C1=O
1%,COc1cc(OC)cc(C(=O)Nc2ccc(S(=O)(=O)Nc3ncccn3)cc2)c1
-9%,O=S(=O)(c1ccc(Cl)cc1)N1c2ccccc2Oc2nc3ccccc3nc21
-17%[57.5 µM],CCOC(=O)c1[nH]c2ccccc2c1NC(=O)NC(C)C
-1%,O=C(CSc1nc2[nH]ncc2c(=O)[nH]1)c1ccccc1
3%,CCOC(=O)C1CCN(S(=O)(=O)c2ccc(CC)cc2)CC1
-5%,COC(=O)/C(=C/c1ccc2c(c1)c1ccccc1n2C)NC(=O)c1ccccc1
-16%,CC(=O)N1C(c2ccccc2O)C[C@]2(C)CC(=O)NC12 (stereo partly specified)
u,O=C(CSc1nnnn1Cc1ccccc1)Nc1ccccc1
u,Cn1c(/C=C(\C#N)C(N)=S)ccc1-c1ccc(Br)cc1
-3%[57.5 µM],Cc1nc2c(C)cccn2c1/C(O)=C1\C(=O)C(=O)N(CCN(C)C)C1c1ccco1 (stereo unspecified)
10%,Cc1ccccc1S(=O)(=O)Nc1nc2ccccc2nc1N1CCc2ccccc2C1
-3%,O=C(NNc1nc2c(F)cccc2s1)C1=COCCO1
5%,COc1cc(/C=N/Nc2ccc(Cl)c(C(=O)O)c2)ccc1OC(=O)c1ccco1
-11%,O=C(Nc1ccccc1)c1ccc(S(=O)(=O)N2CCCCC2)cc1
-3%,Cc1ccc(-n2c(=O)c3c4c(sc3n(Cc3cc(=O)n5ccccc5n3)c2=O)CCC4)cc1C
-6%,CCC(CC)C(=O)c1c[nH]c(C(=O)NCc2ccncc2)c1
0%[57.5 µM],Fc1ccccc1-c1[nH]ncc1-c1nnnn1-c1ccccc1
7%,O=C(CC1SC(=Nc2ccccc2)N(CCO)C1=O)Nc1ccccc1 (stereo unspecified)
-9%,O=C(NCc1cccnc1)c1ccc(-c2cc(Cl)ccc2Cl)o1
3%[57.5 µM],O=c1[nH]c(CN2CCN(c3ccccc3O)CC2)nc2scc(-c3ccccc3Cl)c12
2%[57.5 µM],C=CCn1cc(C(=O)OCC)c(=O)c2cc(F)c(F)cc21
18µM*,COc1ccc2nc3cc(Cl)ccc3c(Nc3cc(C(C)C)c(O)cc3C)c2c1
11%,COc1ccc(-c2cc(C#N)nc(Oc3ccc(Cl)cc3)n2)cc1
-4%,CCOc1ccc(NC(=O)CN(C)Cc2cc(=O)n3c(-c4ccccc4)csc3n2)cc1OCC
-3%,O=C1OC(Cc2ccccn2)C(=O)C1=C1SCCS1 (stereo unspecified)
8%[57.5 µM],Cc1cccc(NC(=S)NC2CC3C=CC2C3)c1 (stereo unspecified)
-5%,Fc1ccc(-c2csc(=S)[nH]2)cc1
1%,CCN(Cc1ccncc1)C(=O)CSc1ccc2ccccc2c1
12%,CCN(CC)C(=S)SCC(=O)c1ccc(Br)cc1
4%,O=S(=O)(c1ccccc1)N1CCC[C@@]2(CCN(c3ncccn3)C2)C1
-8%[57.5 µM],Cc1nc(SCc2ccc(O)c([N+](=O)[O-])c2)c([N+](=O)[O-])[nH]1
0%,NC(=S)N/N=C\c1c(OCc2ccccc2Cl)ccc2ccccc12
-8%,CN(Cc1ccccc1)C(=O)COC(=O)c1cncc(Br)c1
10%,COc1ccc(Oc2ncc3nc(-c4ccc(OC)cc4)c(=O)n(CCC#N)c3n2)cc1
-8%,NNC(=O)c1cc2nc(-c3cccs3)cc(C(F)(F)F)n2n1
0%,Cc1cc(/C=N/NC(=O)C(O)(c2ccccc2)c2ccccc2)c(C)n1-c1ccc(C(=O)O)cc1
3%[57.5 µM],COC(=O)C1=C(C(=O)OC)[C@@H]2N(C)c3ccccc3[C@@]23C[C@@H](C(=O)OC)N(C(C)=O)C3=N1
-6%,COc1ccc([N+](=O)[O-])cc1NCc1ccccc1
-1%,CCCC(C)C(=O)Nc1ccc(S(=O)(=O)Nc2nccc(C)n2)cc1 (stereo unspecified)
-4%,Cc1cccc(-n2cc(-c3ccc([N+](=O)[O-])cc3)[nH]c2=S)c1
11%[57.5 µM],COc1ccc2c(c1)c1ncn(Cc3ccccn3)c(=O)c1n2C
5%,CCOC(=O)Cn1cncc1-c1ccc([N+](=O)[O-])cc1
-16%,CC(C)N(Cc1ccccc1)C(=S)Nc1cccnc1
12%[57.5 µM],COC(=O)/C=C/c1c(C)[nH]c(=O)[nH]c1=O
0%,CC(C)NS(=O)(=O)c1ccc(OCC(=O)Nc2ccc3c(c2)OCO3)cc1
u,O=S(=O)(Nc1ccc(-c2cn3ccccc3n2)cc1)c1ccccc1
-3%,Cc1ccc(NC(=S)N2CCN(C)CC2)c(C)c1

(more compounds)
ERK EGF block,Molecule
3%,CC(NS(=O)(=O)/C=C/c1ccccc1)C(=O)NCCc1ccc(S(N)(=O)=O)cc1 (stereo unspecified)
3%,COc1cccc(/C=C/C(=O)N2CCN(c3n[nH]c(=O)[nH]c3=O)CC2)c1OC
9%,Cc1cccc(N2C(=O)CS/C2=N\NC(=O)c2cccnc2)c1C
3%[57.5 µM],CCC(C)C(=O)Nc1nc2ccc(OC)cc2s1 (stereo unspecified)
-10%[57.5 µM],Cc1ccccc1/C=N/n1c(-c2ccccn2)n[nH]c1=S
0%,CC(=O)Nc1cc(C(=O)N2CCc3ccccc3C2)ccc1Sc1ccc(F)cc1
1%,COCCNc1nc2nonc2nc1NC(C)c1ccccc1Cl (stereo unspecified)
3%,Brc1cc2c(cc1/C=N/Nc1nc(N3CCOCC3)nc(N3CCOCC3)n1)OCO2
-4%,N#Cc1ccc(COC(=O)c2ccccn2)cc1
1%,CCSc1cc(N2CCOCC2)nc(-c2ccccc2)n1
6%,CC(=O)c1ccc(Oc2nc3c(c(=O)n(C)c(=O)n3C)n2C)cc1
-7%,O=C1N/C(=N\N=C\c2cccs2)SC1Cc1ccc(Cl)cc1Cl (stereo unspecified)
-4%,Nc1n[nH]c(N)c1N=Nc1ccc(F)cc1
5%,COc1ccccc1CNC(=O)C(=O)NCC1CCCO1 (stereo unspecified)
-2%,CC(C(=O)OCC(=O)Nc1cccc(S(=O)(=O)N2CCOCC2)c1)N1C(=O)c2ccccc2C1=O (stereo unspecified)
4%,CCOC(=O)N/N=C/c1cccc(Cl)c1Cl
u,Cc1cc(N/N=C/c2ccc3c(c2)OCO3)nc2ccccc12
5%,O=C(N[C@@H](Cc1ccccc1)C(=O)O)c1ccccc1
-7%[57.5 µM],CCOC(=O)c1ccc(N=C2SC(C(=O)NC)CC(=O)N2Cc2ccc(F)cc2)cc1 (stereo unspecified)
6%,CCOc1ccccc1C=Nc1ccccc1C(=O)Nc1ccccc1
-19%,C/C(=N\NC(=O)c1c(Cl)c(C)nn1C)c1ccc(NC(=O)c2ccncc2)cc1
-6%,NC(=O)CC[C@@H]1NC(=O)C(Cc2ccc(O)cc2)NC(=O)c2cc([N+](=O)[O-])cc(F)c2NCCC[C@@H](C(N)=O)NC1=O (stereo partly specified)
5%,O=[N+]([O-])c1ccc(/C=N/n2c(CO)nc3ccccc32)s1
10%,COC(=O)[C@H]1C[C@@H]1[C@H](NC(C)=O)c1ccccc1

Taken from above.
Under ERK EGF block, COC(=O)[C@H]1C[C@@H]1[C@H](NC(C)=O)c1ccccc1 is entered as 10%
Under ERK EGF block, CCOC(=O)c1ccc(N=C2SC(C(=O)NC)CC(=O)N2Cc2ccc(F)cc2)cc1 (stereo unspecified) is entered as -7%[57.5 µM]

Continuation.
ERK EGF block,Molecule
-8%,CC(C)(C)SCCNC(=O)/C=C/c1ccc(F)cc1
2%[57.5 µM],S=c1[nH]c2ccc(Cl)cc2s1
-3%,NC(=O)COC(=O)c1cc(-c2cccs2)nn1-c1ccccc1
-13%,O=c1c(O)c(-c2ccc(O)cc2)oc2cc(O)ccc12
-2%,CCCCC(=O)Nc1sc2c(c1C#N)CC(C)(C)OC2
2%,O=C(/C=C/c1ccc(O)c(O)c1)O[C@H]1C[C@@](O)(C(=O)O)CC(O)C1O (stereo partly specified)
-4%[57.5 µM],COC(=O)CN1C(=O)N/C(=C/c2ccc(OC)cc2)C1=O
-3%,CCOC(=O)CC1(C)SC(NC(C)=O)=NN1C(C)=O (stereo unspecified)
5%,CCSC1=NCCN1C(=O)Cc1ccc(-c2ccccc2)cc1
-5%,C=CCN(c1cccc(C(F)(F)F)c1)S(=O)(=O)c1cccc(C(=O)OCC(=O)NC(N)=O)c1
-2%,COc1cc(-n2c(=O)c3ccccc3n(CC(=O)c3ccc(F)cc3)c2=O)cc(OC)c1OC
3%[57.5 µM],CCN(CC)c1ccc(/C=N/NC(=O)c2ccccn2)cc1

21 of these compounds in another layout.
canonical_smiles,ERK EGF block
Nc1n[nH]c(N)c1N=Nc1ccc(F)cc1,-4%
COc1ccccc1CNC(=O)C(=O)NCC1CCCO1 (stereo unspecified),5%
CC(C(=O)OCC(=O)Nc1cccc(S(=O)(=O)N2CCOCC2)c1)N1C(=O)c2ccccc2C1=O (stereo unspecified),-2%
CCOC(=O)N/N=C/c1cccc(Cl)c1Cl,4%
Cc1cc(N/N=C/c2ccc3c(c2)OCO3)nc2ccccc12,u
O=C(N[C@@H](Cc1ccccc1)C(=O)O)c1ccccc1,5%
CCOC(=O)c1ccc(N=C2SC(C(=O)NC)CC(=O)N2Cc2ccc(F)cc2)cc1 (stereo unspecified),-7%[57.5 µM]
CCOc1ccccc1C=Nc1ccccc1C(=O)Nc1ccccc1,6%
C/C(=N\NC(=O)c1c(Cl)c(C)nn1C)c1ccc(NC(=O)c2ccncc2)cc1,-19%
NC(=O)CC[C@@H]1NC(=O)C(Cc2ccc(O)cc2)NC(=O)c2cc([N+](=O)[O-])cc(F)c2NCCC[C@@H](C(N)=O)NC1=O (stereo partly specified),-6%
O=[N+]([O-])c1ccc(/C=N/n2c(CO)nc3ccccc32)s1,5%
COC(=O)[C@H]1C[C@@H]1[C@H](NC(C)=O)c1ccccc1,10%
CC(C)(C)SCCNC(=O)/C=C/c1ccc(F)cc1,-8%
S=c1[nH]c2ccc(Cl)cc2s1,2%[57.5 µM]
NC(=O)COC(=O)c1cc(-c2cccs2)nn1-c1ccccc1,-3%
O=c1c(O)c(-c2ccc(O)cc2)oc2cc(O)ccc12,-13%
CCCCC(=O)Nc1sc2c(c1C#N)CC(C)(C)OC2,-2%
O=C(/C=C/c1ccc(O)c(O)c1)O[C@H]1C[C@@](O)(C(=O)O)CC(O)C1O (stereo partly specified),2%
COC(=O)CN1C(=O)N/C(=C/c2ccc(OC)cc2)C1=O,-4%[57.5 µM]
CCOC(=O)CC1(C)SC(NC(C)=O)=NN1C(C)=O (stereo unspecified),-3%
CCSC1=NCCN1C(=O)Cc1ccc(-c2ccccc2)cc1,5%

New compounds follow
ERK EGF block,Molecule
1%,COCCn1c(=O)c(CCc2ccccc2)nc2cnc(OC)nc21
-9%[57.5 µM],Cc1ccc(C)c2c1cc(C)c1nnc(SCC(=O)Nc3cccc(C(=O)O)c3)n12
6%[57.5 µM],COCCCn1c(=S)[nH]c(C)c(C)c1=O
-9%,O=C1CCCC/C1=C/NCc1ccc(F)cc1
8%[57.5 µM],Oc1c(Cl)cc(Cl)cc1/C=N/c1nc(-c2ccc(Cl)cc2)cs1
5%[57.5 µM],CCSc1cc(C)nc2c(-c3ccccc3)cnn12
6%,CCOC(=O)c1ccc(NC(=O)CCn2nnc3ccccc32)cc1
-5%,COc1cc(CNc2nnnn2C)ccc1OCc1c(F)cccc1Cl
17%,Cc1cc(C)nc(N2CCCC(C(=O)NCc3ccccc3F)C2)n1 (stereo unspecified)
-4%,CCOC(=O)c1cc(CC)sc1/N=C/C1C(=O)CC(C)(C)CC1=O
10%,CC(=O)N1CCN(S(=O)(=O)c2cccc(C(=O)Nc3nccs3)c2)CC1
-7%,CC(=O)Oc1ccccc1C1=NN(C(C)=O)C(c2ccccc2)C1 (stereo unspecified)
-1%,CN(C)c1nc(N(C)C)nc(N(C#N)CN2C(=O)c3ccccc3S2(=O)=O)n1
6%,CC1CCN(C(=O)CNC(=O)c2cccc(OC(F)F)c2)CC1
3%,CCc1nnc(NS(=O)(=O)c2ccc(N/C=C/C(=O)c3ccc(OC)cc3)cc2)s1
0%,CCOc1ccc(NC(=O)NNC(=O)c2ccc(Cl)cc2Cl)cc1
6%,O=S(=O)(NC1CCCCC1Sc1ncccn1)c1ccc(Cl)cc1 (stereo unspecified)
-12%[57.5 µM],CCOC(=O)CCCNC(=O)CCNC(=O)c1ccc(OCCC(C)C)cc1
u,O=C(CN1CCOCC1)Nc1ccc2c(c1)CCC2
-1%,CC1=CCC(C(=O)O)C(C(=O)Nc2cccnc2)C1 (stereo unspecified)
3%,Cc1cccc(C)c1NC(=S)NCCSc1ccc(Cl)cc1
u,COc1cccc(CNc2ccc(N3CCC(C)CC3)cc2)c1OC
-2%,COC(=O)[C@@]1(Cc2ccc(OC)cc2)[C@H]2c3cc(C(=O)N4CCCC4)n(CCc4ccc(O)c(OC)c4)c3C[C@H]2CN1C(=O)c1ccccc1

This is a subset; the hit share may differ from the screen's.
